Assay outcomes from PubChem BioAssay.
D3 ag – D3 dopamine receptor (human) agonism. P35462. D3R DiscoveRx beta-arrestin cells, luminescence, 90 min. max activation, %. hit rate 0.58% among 410,000; in the data active = max activation above about 30%; note: 0% is about no effect; mostly tested at two doses, the higher about 12 µM
Target sequence (P35462 whole entry, looked up): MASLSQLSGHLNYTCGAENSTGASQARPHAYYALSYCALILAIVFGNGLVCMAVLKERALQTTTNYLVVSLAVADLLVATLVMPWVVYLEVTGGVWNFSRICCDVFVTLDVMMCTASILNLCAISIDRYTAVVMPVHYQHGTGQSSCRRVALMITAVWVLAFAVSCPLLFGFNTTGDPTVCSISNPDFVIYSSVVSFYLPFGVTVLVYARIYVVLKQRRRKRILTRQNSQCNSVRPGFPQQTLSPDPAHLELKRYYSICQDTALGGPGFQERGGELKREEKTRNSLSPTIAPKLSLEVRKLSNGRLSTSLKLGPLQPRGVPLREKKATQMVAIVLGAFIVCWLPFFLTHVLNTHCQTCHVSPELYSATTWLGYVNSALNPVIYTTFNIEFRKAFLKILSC
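Agonist mode: compounds and dopamine controls were applied to plated cells for 90 min at 37 degrees C after an overnight attachment at 1500 cells/well. Luminescent read-out followed 30 - 60 minutes at room temperature with DiscoveRx detection reagent.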
* = called active by the depositor; & = joins results of further samples; ! = repeats disagree. Some of the compounds tested; the hit share may differ from the screen's.

SMILES | D3 ag
CO[C@H]1[C@@H](O)[C@H](N)[C@@H](O[C@H]2O[C@H]([C@H](C)N)CC[C@H]2N)[C@H](O)[C@@H]1N(C)C(=O)CN | 4
CC1=C(/C=C/C(C)=C/C=C/C(C)=C/C=C/C=C(C)/C=C/C=C(C)/C=C/C2=C(C)CCCC2(C)C)C(C)(C)CCC1 | -12
[O-][n+]1ccccc1SSc1cccc[n+]1[O-] | -41
CC(C)c1nc(N(C)S(C)(=O)=O)nc(-c2ccc(F)cc2)c1/C=C/C(O)CC(O)CC(=O)O (stereo unspecified) | 0
N#C/C(=C1/SC[C@@H](c2ccc(Cl)cc2Cl)S1)n1ccnc1 | 4&0&1
CC(=O)OCC(CCn1cnc2cnc(N)nc21)COC(C)=O | 8
CN(C)c1cc(NC(=O)CNC(C)(C)C)c(O)c2c1C[C@H]1C[C@H]3[C@H](N(C)C)C(=O)C(C(N)=O)=C(O)[C@@]3(O)C(=O)C1=C2O | 8
CCN(CCO)CCCC(C)Nc1ccnc2cc(Cl)ccc12 (stereo unspecified) | 5
CC(=O)Oc1ccc(C2(c3ccc(OC(C)=O)cc3)C(=O)Nc3ccccc32)cc1 | 8&-15
CN1CCN(C2=Nc3ccccc3Cc3ccccc32)CC1 | -23
CC(=O)N[C@@H]1C(O[C@H]2O[C@H](C(=O)O)C(O)[C@H](O)[C@H]2O)[C@H](O)[C@@H](CO)O[C@H]1O[C@@H]1C(C(=O)O)O[C@@H](O[C@H]2[C@H](O)[C@@H](CO)OC(O)[C@@H]2NC(C)=O)[C@H](O)[C@H]1O (stereo partly specified) | -5
C[N+](C)(C)CC[N+]1(C)Cc2c(Cl)c(Cl)c(Cl)c(Cl)c2C1 | 1
CC(=O)OC/C=C(C)/C=C/C=C(C)/C=C/C1=C(C)CCCC1(C)C | 7
CO/N=C(\C(=O)N[C@@H]1C(=O)N2C(C(=O)O)=C(CSc3nc(=O)c(O)nn3C)CS[C@H]12)c1csc(N)n1 | -11
OCC(S)CS (stereo unspecified) | -8
C[C@@H](CN1CC(=O)NC(=O)C1)N1CC(=O)NC(=O)C1 | -21
CN1C[C@H]2c3ccccc3Oc3ccc(Cl)cc3[C@@H]2C1 | -26
CCCCC[C@H](O)/C=C/[C@H]1[C@H](O)CC(=O)[C@@H]1C/C=C\CCCC(=O)O | 9
CCN1CCN(c2cc(-c3ccc(F)cc3)c3c(n2)CCCCCC3)CC1 | -22
CC(C)(C)NC[C@H](O)COc1ccccc1C1CCCC1 | -25
Cc1cc(C)c(NC(=O)C[C@H](CC(=O)O)c2cccc3ccccc23)c(C(=O)N2CCC3(CCCC3)CC2)c1 | -4
COc1cc(C[C@@H]2NCCc3cc(O)c(O)cc32)cc(OC)c1OC | -21
C=C(Nc1ccc(OCC)cc1)Nc1ccc(OCC)cc1 | 6&5
O=C(OCCOCCO)c1ccccc1Nc1cccc(C(F)(F)F)c1 | 8
COc1cc(OC)cc(OC)c1 | -6
Other records:
SMILES | D3 ag
Nc1c(CC(=O)O)cccc1C(=O)c1ccccc1 | 42*!
O=[N+]([O-])c1ccc(/C=N\O)o1 | -3
CC(=O)OCC(=O)[C@@]1(O)[C@H](OC(C)=O)C[C@H]2[C@@H]3CCC4=CC(=O)C=C[C@]4(C)[C@@]3(F)[C@@H](O)C[C@@]21C | -27
CCCCOC(=O)CC(CC(=O)OCCCC)(OC(C)=O)C(=O)OCCCC | 0
CC(COc1ccccc1)NN (stereo unspecified) | 67*
O=C(O)CCCC/C=C(\c1ccccc1)c1cccnc1 | 8
CCC(=O)O[C@H]1[C@H](O[C@@H]2[C@@H](C)[C@H](O[C@H]3C[C@@](C)(OC)[C@@H](O)[C@H](C)O3)[C@@H](C)C(=O)O[C@H](CC)[C@@](C)(O)[C@H](O)[C@@H](C)C(=O)[C@H](C)C[C@@]2(C)O)O[C@H](C)C[C@@H]1N(C)C | -14
CC(C)(C)NCC(O)CSc1nc(-c2ccc(C(N)=O)s2)cs1 (stereo unspecified) | 2
CN1C(C(=O)Nc2ccccn2)C(=O)c2sc(Cl)cc2S1(=O)=O (stereo unspecified) | 7
Cc1ccc(O)c2ncccc12 | -8
Nc1ccc(S(=O)(=O)Nc2ccccc2)cc1 | 10
FC(F)(F)COCC(F)(F)F | 5
Cc1cc2nc3c(=O)[nH]c(=O)nc-3n(C[C@H](O)[C@H](O)[C@H](O)COP(=O)(O)OP(=O)(O)OC[C@H]3O[C@@H](n4cnc5c(N)ncnc54)[C@H](O)[C@@H]3O)c2cc1C | -9
NC[C@@H]1O[C@H](O[C@H]2[C@@H](O)[C@H](O[C@@H]3[C@@H](O)[C@H](N)C[C@H](N)[C@H]3O[C@H]3O[C@H](CN)[C@@H](O)[C@H](O)[C@H]3N)O[C@@H]2CO)[C@H](N)[C@@H](O)[C@@H]1O | -2
CC(=O)N[C@@H](Cc1ccc(O)cc1)C(=O)O | 1
O=S(O)CNc1ccc(S(=O)(=O)c2ccc(NCS(=O)O)cc2)cc1 | -11
CCOC(=O)O[C@]1(C(=O)OCCl)CC[C@H]2[C@@H]3CCC4=CC(=O)C=C[C@]4(C)[C@H]3[C@@H](O)C[C@@]21C | 0
O=C(Nc1cccc(C(F)(F)F)c1)c1cc(Br)cc(Br)c1O | 0
CN=C(NC)NCc1ccccc1 | 2
CN1[C@@H]2CC[C@H]1CC(OC(c1ccccc1)c1ccccc1)C2 (stereo partly specified) | -21&-22&-23
O=C(O)[C@H](O)[C@@H](O)[C@H](O[C@@H]1O[C@H](CO)[C@H](O)[C@H](O)[C@H]1O)[C@H](O)CO | -5
Cc1ccc(-c2ncc(Cl)cc2-c2ccc(S(C)(=O)=O)cc2)cn1 | 3
CCCOC(=O)c1ccccc1O | 4
O[C@@H]1CO[C@H]2[C@@H]1OC[C@@H]2O | 1
CCCCCCCCCCCCSCCOCCO | 12
Other entries follow:
SMILES | D3 ag
CC1(C)[C@@H]2CC[C@@]1(C)[C@H](OC(=O)CSC#N)C2 | 0
CN1CCN(CCCN2c3ccccc3Sc3ccccc32)CC1 | -26
Nc1nc2c(c(=O)[nH]1)N(C=O)C(CNc1ccc(C(=O)N[C@@H](CCC(=O)O)C(=O)O)cc1)CN2 (stereo partly specified) | 13
CC(=O)N[C@@H](CCC(=O)O)C(=O)O | 1
CN=C1C=CC(=C(c2ccc(N(C)C)cc2)c2ccc(N(C)C)cc2)C=C1 | -24
CN1C(=O)C[C@@H](C(=O)N[C@@H](Cc2cnc[nH]2)C(=O)N2CCC[C@H]2C(N)=O)NC1=O | 5
CNC[C@H](O)[C@@H](O)[C@H](O)[C@H](O)CO | 8
Nc1cccc2c(N)cccc12 | -11
CCCCCC[C@@H](CCC)C(=O)O | 2
COC(=O)[C@H]1[C@H]2C[C@@H]3c4[nH]c5cc(OC)ccc5c4CCN3C[C@H]2C[C@H](OC)[C@@H]1OC | -5
O=C1OC(OC(=O)c2cccnc2Nc2cccc(C(F)(F)F)c2)c2ccccc21 (stereo unspecified) | 3
CCCCC(=O)N(Cc1ccc(-c2ccccc2-c2nn[nH]n2)cc1)[C@@H](C(=O)O)C(C)C | -9
CC(C)c1c(C(=O)Nc2ccccc2)c(-c2ccccc2)c(-c2ccc(F)cc2)n1CC[C@@H](O)C[C@@H](O)CC(=O)O | -7
O=C(O)c1cccc(/C=C2/C[C@@H]3[C@@H](/C=C/[C@@H](O)C4CCCCC4)[C@H](O)C[C@@H]3O2)c1 | -2
CO/N=C(/C(=O)N[C@@H]1C(=O)N2C(C(=O)OCOC(=O)C(C)(C)C)=C(C)CS[C@H]12)c1csc(N)n1 | 1
CCCCCCOC(=O)c1cccnc1 | 9
C=C1CC[C@H](O)CC1=C/C=C1\CCC[C@]2(C)[C@@H]([C@H](C)CC[C@@H](O)C(C)(C)O)CC[C@@H]12 | 6
Nc1c2c(nc3c1CCC3)CCCC2 | -1
O=C1C(=O)c2ncccc2-c2cccnc21 | 11
CC(C)C[C@@H]1NC(=O)[C@H](CCCN)NC(=O)[C@H](C(C)C)NC(=O)[C@@H]2CCCN2C(=O)[C@@H](Cc2ccccc2)NC(=O)[C@H](CC(C)C)NC(=O)[C@H](CCCN)NC(=O)[C@H](C(C)C)NC(=O)[C@@H]2CCCN2C(=O)[C@@H](Cc2ccccc2)NC1=O | 31*
Cc1cc(=O)c(C(=O)N[C@@H](C(=O)N[C@@H]2C(=O)N3C(C(=O)O)=C(CSc4nnnn4C)CS[C@H]23)c2ccc(O)cc2)c[nH]1 | -4
CCc1ccc(S(=O)(=O)O)cc1 | 2
CC(C)Cc1ccc(CC(=O)O)cc1 | 5
Cc1cc(C(=O)NCCc2ccc(S(=O)(=O)NC(=O)NN3CCCCCC3)cc2)no1 | 8
CC(Oc1ccccc1)C(=O)N[C@@H]1C(=O)N2[C@@H]1SC(C)(C)[C@@H]2C(=O)O (stereo partly specified) | 9
(listing goes on)
SMILES | D3 ag
CC(=O)OCC(=O)[C@@]1(O)CC[C@H]2[C@@H]3CCC4=CC(=O)CC[C@]4(C)C3=CC[C@@]21C | -3
c1ccc(CCNc2nc(-c3ccccc3)cs2)cc1 | 6
CC(C)(C)CC(C)(C)c1cc(Cc2cc(C(C)(C)CC(C)(C)C)cc(-n3nc4ccccc4n3)c2O)c(O)c(-n2nc3ccccc3n2)c1 | -24
S=C=Nc1ccc(N=C=S)cc1 | -7
C=C1CC[C@H](O)CC1=C/C=C1\CCC[C@]2(C)[C@@H]([C@H](C)CCCC(C)(C)O)CC[C@@H]12 | -1
O=C(O)c1ccccc1OP(=O)(O)O | -5
Cc1ccc2c(Br)cc(Br)c(O)c2n1 | -29
O=C(O)/C=C/c1ccccc1 | 7
CSc1ccc(/C=C2/C(C)=C(CC(=O)O)c3cc(F)ccc32)cc1 | -1
CC(=O)Oc1cccc(C(=O)O)c1OC(C)=O | 3
OCCCNc1ccccc1 | -9
CC1=C(C(=O)OCCN(Cc2ccccc2)c2ccccc2)C(c2cccc([N+](=O)[O-])c2)C(P2(=O)OCC(C)(C)CO2)=C(C)N1 (stereo unspecified) | -24
CC(C)n1nc(-c2cc3cc(O)ccc3[nH]2)c2c(N)ncnc21 | -12
NC(=O)[C@@H]1CCCN1C(=O)[C@H](Cc1cnc[nH]1)NC(=O)[C@@H]1CCC(=O)N1 | 6
CO[C@H]1C[C@@H]2CC[C@@H](C)[C@@](O)(O2)C(=O)C(=O)N2CCCC[C@H]2C(=O)O[C@H]([C@H](C)C[C@@H]2CC[C@@H](O)[C@H](OC)C2)CC(=O)[C@H](C)C=C(C)[C@@H](O)[C@@H](OC)C(=O)[C@H](C)C[C@H](C)/C=C/C=CC=C1C | -11&14
O=C1c2ccccc2S(=O)(=O)N1CCCCN1CCN(c2ncccn2)CC1 | 12
NC(=O)C(=O)N/N=C/c1ccc([N+](=O)[O-])o1 | -14
CCCCCCCC[N+](C)(C)CCCCCCCC | 7&-7
C[N+](C)(CCCCCC[N+](C)(C)C1c2ccccc2-c2ccccc21)C1c2ccccc2-c2ccccc21 | -24
OC(CN1CCCCC1)c1cc(-c2ccccc2)on1 (stereo unspecified) | -3
O=C(c1ccc(F)cc1)C1CCN(CCn2c(=S)[nH]c3ccccc3c2=O)CC1 | -23
CCC(C)(C)c1ccc(CC(C)CN2C[C@@H](C)O[C@@H](C)C2)cc1 (stereo partly specified) | -3
CCOC(C)OCC | 7
CC/C=C\C/C=C\C/C=C\C/C=C\C/C=C\C/C=C\CCC(=O)O | 9
Cc1cc(=O)c2c(O)c3c(O)cc(=O)c4c3c3c(cc(O)c1c23)C(C)(C)C=4O | 5

Part of the list above, in markdown.
| smiles | D3 ag |
| --- | --- |
| NC(=O)[C@@H]1CCCN1C(=O)[C@H](Cc1cnc[nH]1)NC(=O)[C@@H]1CCC(=O)N1 | 6 |
| CO[C@H]1C[C@@H]2CC[C@@H](C)[C@@](O)(O2)C(=O)C(=O)N2CCCC[C@H]2C(=O)O[C@H]([C@H](C)C[C@@H]2CC[C@@H](O)[C@H](OC)C2)CC(=O)[C@H](C)C=C(C)[C@@H](O)[C@@H](OC)C(=O)[C@H](C)C[C@H](C)/C=C/C=CC=C1C | -11&14 |
| O=C1c2ccccc2S(=O)(=O)N1CCCCN1CCN(c2ncccn2)CC1 | 12 |

7 entries drawn at random from the list so far, as already listed:
SMILES | D3 ag
c1ccc(CCNc2nc(-c3ccccc3)cs2)cc1 | 6
CC(=O)OCC(=O)[C@@]1(O)CC[C@H]2[C@@H]3CCC4=CC(=O)CC[C@]4(C)C3=CC[C@@]21C | -3
Cc1cc(=O)c2c(O)c3c(O)cc(=O)c4c3c3c(cc(O)c1c23)C(C)(C)C=4O | 5
S=C=Nc1ccc(N=C=S)cc1 | -7
C=C1CC[C@H](O)CC1=C/C=C1\CCC[C@]2(C)[C@@H]([C@H](C)CCCC(C)(C)O)CC[C@@H]12 | -1
OCCCNc1ccccc1 | -9
CSc1ccc(/C=C2/C(C)=C(CC(=O)O)c3cc(F)ccc32)cc1 | -1

Following part.
SMILES | D3 ag
O=c1[nH]cnc2nc[nH]c12 | -3
C=C1CC[C@@H]2[C@](C)(CO)[C@H](O)CC[C@@]2(C)[C@@H]1C/C=C1/C(=O)OC[C@H]1O | -1
OC1OC[C@@H](O)[C@H](O)[C@@H]1O (stereo partly specified) | 1
CCCc1ccc(C(=O)O)cc1 | 2
COc1cc(C(=O)NS(=O)(=O)c2ccccc2C)ccc1Cc1cn(C)c2ccc(NC(=O)OC3CCCC3)cc12 | -19
CCN1CCN(C(=O)N[C@@H](C(=O)N[C@@H]2C(=O)N3[C@@H]2SC(C)(C)[C@H]3C(=O)O)c2ccccc2)C(=O)C1=O | -1
CC(C)(C)NCC(O)c1ccc(O)c(CO)n1 (stereo unspecified) | -5
C=CCSSSCC=C | -8
CCCOC(=O)c1cc(O)c(O)c(O)c1 | 10
O=C1O[C@H]2[C@H](O)[C@@H]1OC(O)[C@H]2O (stereo partly specified) | 5
Cc1cc(O)cc2c1O[C@](C)(CCC[C@H](C)CCC[C@H](C)CCCC(C)C)CC2 | 1
NCCCC[C@H](NC(=O)[C@@H]1CCCN1C(=O)[C@@H]1CSSC[C@H](NC(=O)CNC(=O)CNC(=O)CN)C(=O)N[C@@H](Cc2ccc(O)cc2)C(=O)N[C@@H](Cc2ccccc2)C(=O)N[C@@H](CCC(N)=O)C(=O)N[C@@H](CC(N)=O)C(=O)N1)C(=O)NCC(N)=O | -16
O=C(O)c1cc(N=Nc2ccc(O)c(C(=O)O)c2)ccc1O | 5
NC(=O)CC[C@@H](N)C(=O)O | -8
